IDE cell activ: IDE (human) activation, cell-based. HEK cells, FAbeta-B cleavage, fluorescence polarization; 0% vehicle, 100% cell-free pure enzyme wells. AID 493087. activation, % at 5.96 µM. P14735. 340,000 tested, 0.073% active;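 active = activation above the mean of all tested compounds plus 3 SD, set per screening campaign, cut at about 17% in these data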
M18AAP inhibitor: PfM18AAP enzyme inhibition; recombinant PfM18AAP, H-Glu-NHMec fluorogenic cleavage; inhibition, % at 7.35 µM; 290,000 tested, 1.2% active;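 active = inhibition above the campaign mean inhibition over all tested compounds plus 3 SD, cut at about 28% in these data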;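 also: 0% = plate median of test compound wells and 100% = 2 mM ZnCl2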
NS3 helicase inh: blocks Hepatitis C virus NS3 helicase unwinding; NS3 helicase DNA unwinding, Cy5 molecular beacon fluorescence; inhibition, % at 10.9 µM; 290,000 tested, 0.56% active;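 active = inhibition above the mean of all tested compounds plus 3 SD, set per campaign, cut at about 35% in these data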;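 also: 0% = DMSO wells and 100% = thioflavine S control wells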
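Assay system – hepatitis C virus NS3 helicase domain fragment enzyme · Buffer or medium – MOPS pH 6.5, MgCl2, DTT, Tween20, BSA · Reagent – Cy5/quencher beacon DNA duplex and ATP to start · Compound – single 10.9 µM dose · Timing – 1 h at 25 °C · Technique – Cy5 beacon fluorescence read at start and 1 h · Measure – % inhibition of unwinding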
IMP-1 inhibitor: blocks Pseudomonas aeruginosa IMP-1 metallo-beta-lactamase | purified IMP-1, nitrocefin hydrolysis, epi-absorbance fluorescence | inhibition, % at 5.6 µM | 290,000 tested, 0.45% active;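 active = inhibition above the mean plus 3 SD of all compounds in the same screening run, cut at about 4.5% in these data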;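 also: 0% = IMP-1 with DMSO and 100% = DMSO wells lacking enzyme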
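system = purified recombinant IMP-1 beta-lactamase | amount = 0.2 nM IMP-1, as dispensed | medium = HEPES buffer pH 7.1 with ZnSO4 and Brij 35 | times = 25 °C, 15 min preincubation, 25 min reaction | detection = plate fluorescence quenching by hydrolysis product, ex 480/em 530 nm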
IDE inh: cellular human IDE inhibition; inhibition, % at 5.59 µM; HEK cells, FAbetaB cleavage, fluorescence polarization; 320,000 tested, 0.41% active;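 active = percent inhibition above the average of all tested compounds plus 3 SD, set per screening campaign, cut at about 16% in these data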;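 also: IDE supplied by intact live HEK cells; FP after avidin binding of uncleaved biotin substrate so inhibition keeps polarization high; 0% = DMSO wells and 100% = 60 µM reference IDE inhibitor Ii1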
SUMO HTRF inh: blocks human SUMOylation mediated by UBC9; 290,000 tested, 0.36% active; HTRF SUMOylation assay, SAE1/SAE2 + UBC9, in vitro; inhibition, % at 35 µM; in the data active = inhibition above about 50%, passing the limit was not always enough; also: strong numbers were not always called active
VIM-2 inh: blocks Pseudomonas aeruginosa VIM-2 metallo-beta-lactamase; AID 1527; inhibition, % at 5.6 µM; 290,000 tested, 0.89% active; purified VIM-2, nitrocefin hydrolysis, epi-absorbance fluorescence;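 active = inhibition above the mean of all tested compounds plus 3 SD, cutoff set per screening run, cut at about 7.5% in these data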;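 also: red hydrolysis product quenches plate fluorescence so inhibitors raise well fluorescence; 0% = enzyme with DMSO and 100% = DMSO without enzyme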
pCIP destab: p/CIP protein destabilization | AID 1984 | decrease of EGFP signal, % at 10 µM | F442A p/CIP-EGFP cells, EGFP fluorescence, 16 h | Q05BA5 | 290,000 tested, 0.01% active;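 active = EGFP signal decrease of at least 30% at 10 µM or well 3 SD below plate mean, unless failing retest; inactive = the rest, including hits failing retest or dose response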; also: some compounds called inactive have numbers as strong as hits; many of its hits are not listed in these tables
Target sequence (Q05BA5 1-1403): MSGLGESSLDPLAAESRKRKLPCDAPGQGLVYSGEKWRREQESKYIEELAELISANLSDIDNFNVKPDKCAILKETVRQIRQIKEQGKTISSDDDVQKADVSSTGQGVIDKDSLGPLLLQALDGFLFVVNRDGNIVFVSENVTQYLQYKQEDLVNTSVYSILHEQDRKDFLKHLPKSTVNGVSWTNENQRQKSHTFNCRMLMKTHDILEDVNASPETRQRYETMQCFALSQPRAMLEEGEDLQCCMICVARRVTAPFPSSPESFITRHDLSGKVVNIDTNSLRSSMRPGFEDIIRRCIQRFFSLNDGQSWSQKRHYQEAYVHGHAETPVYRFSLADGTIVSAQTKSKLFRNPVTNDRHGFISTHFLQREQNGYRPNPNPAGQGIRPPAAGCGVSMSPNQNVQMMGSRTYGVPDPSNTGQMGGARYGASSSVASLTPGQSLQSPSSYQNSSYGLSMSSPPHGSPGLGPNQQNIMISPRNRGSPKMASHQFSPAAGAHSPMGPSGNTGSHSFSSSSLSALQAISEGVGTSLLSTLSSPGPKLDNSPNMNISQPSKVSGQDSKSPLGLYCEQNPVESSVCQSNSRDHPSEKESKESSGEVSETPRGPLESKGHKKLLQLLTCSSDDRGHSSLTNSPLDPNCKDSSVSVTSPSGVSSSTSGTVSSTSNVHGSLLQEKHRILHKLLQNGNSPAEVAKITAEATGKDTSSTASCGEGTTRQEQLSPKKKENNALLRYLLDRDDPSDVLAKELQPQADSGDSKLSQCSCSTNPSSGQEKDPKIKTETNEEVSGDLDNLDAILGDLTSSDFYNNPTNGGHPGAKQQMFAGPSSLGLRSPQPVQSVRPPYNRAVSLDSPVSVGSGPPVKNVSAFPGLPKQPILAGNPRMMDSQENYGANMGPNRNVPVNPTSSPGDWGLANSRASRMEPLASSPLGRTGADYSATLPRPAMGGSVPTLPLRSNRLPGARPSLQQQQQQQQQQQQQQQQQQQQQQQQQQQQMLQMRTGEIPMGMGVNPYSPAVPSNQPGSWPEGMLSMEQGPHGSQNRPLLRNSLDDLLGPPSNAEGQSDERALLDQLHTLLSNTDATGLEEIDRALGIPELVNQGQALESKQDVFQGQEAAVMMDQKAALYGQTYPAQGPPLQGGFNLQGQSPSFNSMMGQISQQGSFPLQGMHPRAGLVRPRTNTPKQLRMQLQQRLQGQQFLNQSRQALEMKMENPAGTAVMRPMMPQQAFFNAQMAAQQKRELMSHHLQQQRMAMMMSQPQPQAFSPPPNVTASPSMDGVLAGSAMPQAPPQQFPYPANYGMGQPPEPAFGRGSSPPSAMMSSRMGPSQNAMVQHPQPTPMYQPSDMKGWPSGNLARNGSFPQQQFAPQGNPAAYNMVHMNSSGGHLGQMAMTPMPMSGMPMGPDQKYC
FID counter: fluorescent intercalator displacement, NS3 helicase counter-screen. DNA fluorescent intercalator displacement, fluorescence. inhibition, % at 7.9 µM. 290,000 tested, 0.17% active; in the data active = inhibition above about 37%;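 also: 0% = vehicle and 100% = reference compound; higher means more ethidium bromide displaced from hairpin DNA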
* hit, by the source's call; / = no result given.

mol | SUMO HTRF inh | FID counter | IDE inh | pCIP destab | NS3 helicase inh | IMP-1 inhibitor | M18AAP inhibitor | VIM-2 inh | IDE cell activ
O=C(Nc1ccccc1F)N1CCCC1c1cccnc1 (stereo unspecified) | 18 | -1 | 0 | -5 | -7 | -1.7 | -10 | -0.3 | 3
COc1ccc(NS(=O)(=O)c2ccc(-n3cnnn3)cc2)cc1OC | 4 | -1 | -6 | -19 | 0 | -3.4 | 1 | -3.0 | -1
O=C(COc1ccccc1)NCC(=O)Nc1cccc2ccccc12 | 10 | -2 | 0 | -4 | 2 | -3.6 | -6 | -0.5 | 4
CC(=O)NC(Cc1c[nH]c2ccccc12)C(=O)OCC(=O)N1CCCCCC1 (stereo unspecified) | 13 | -14 | -7 | -3 | -5 | 0.1 | -1 | -4.4 | 2
O=C(C1COc2ccccc2O1)N1CCN(Cc2ccc3c(c2)OCO3)CC1 (stereo unspecified) | -15 | -20 | -4 | 0 | -5 | -3.0 | -2 | -2.2 | 4
O=C(O)C1CC(=O)N(c2ccc(F)cc2)C1 (stereo unspecified) | 7 | 2 | -3 | 8 | -5 | -3.2 | 3 | -3.6 | 5
O=C(COC(=O)Cc1ccsc1)Nc1ccc(Cl)c(S(=O)(=O)N2CCOCC2)c1 | 6 | -8 | -3 | -15 | -13 | -2.0 | 0 | -2.0 | -3
CCOc1ccc(-n2c(C)cc(C(=O)NS(=O)(=O)c3ccc(C)cc3)c2C)cc1 | -2 | -10 | 7 | -7 | 6 | -4.2 | -9 | -3.2 | -3
COc1ccc2nc(NC(=O)C3CCCN3S(=O)(=O)c3ccc(C)cc3)sc2c1 (stereo unspecified) | 3 | -16 | -3 | 4 | -44 | -2.3 | -2 | -2.7 | -6
CCC(=O)OCC(=O)Nc1cc([N+](=O)[O-])ccc1Cl | 15 | 3 | 2 | 12 | 1 | -0.6 | -4 | -3.5 | -1
CCCCNC(=O)c1ccc(CS(=O)(=O)c2ccccc2OC)o1 | -12 | -11 | 0 | -1 | 0 | -0.5 | -10 | -0.1 | -1
CCN(CC)S(=O)(=O)c1cc(C(=O)Nc2cccnc2)ccc1Cl | 6 | -4 | 4 | -4 | 2 | -3.0 | -3 | -5.8 | 1
O=c1[nH]c2ccccc2nc1/C=C/c1ccc(O)cc1 | 10 | 6 | / | -42 | 8 | -3.3 | 1 | -0.7 | -10
CCOC(=O)C1CCCCN1C(=O)CCc1nnc(-c2ccc3c(c2)OCO3)o1 (stereo unspecified) | 10 | -23 | -3 | -13 | -3 | -0.9 | -4 | -0.1 | 6
CC(NC(=O)c1ccc(S(=O)(=O)C(F)F)cc1)c1ccccc1 (stereo unspecified) | 12 | -1 | -5 | 6 | 3 | -0.3 | -1 | -0.3 | -2
CC(C)C(NC(=O)c1ccccc1)C(=O)NCCc1ccccc1 (stereo unspecified) | 14 | -2 | 3 | -13 | 2 | -1.8 | -9 | -0.1 | 5
COC(=O)c1sc(S(=O)(=O)N2CCC(C)CC2)c(C(=O)OC)c1C | -2 | -21 | 8 | -5 | -1 | -4.6 | 0 | -1.8 | 3
COc1ccc(C(C(=O)NC2CCCCC2)N2CCC3(CC2)OCCO3)cc1 (stereo unspecified) | 1 | -7 | 3 | -9 | 0 | -0.5 | -5 | -0.5 | 6
O=C(Nc1ccc(-n2cccn2)cc1)C1CCCCN1Cc1cccc2c1OCO2 (stereo unspecified) | -6 | 2 | 1 | 2 | 3 | 0.8 | -11 | 0.5 | -1
COc1cccc(-c2nc(-c3ccccn3)no2)c1 | 26 | -3 | 2 | -27 | -16 | -4.6 | 3 | -2.2 | /
COC(=O)Nc1ccc(S(=O)(=O)N2CCC(Cc3ccccc3)CC2)cc1 | -34 | -14 | 4 | 4 | -9 | 3.4 | 1 | 0.4 | 5
COc1ccc2nc(SCC(=O)N3CCN(c4ccc(F)cc4)CC3)c(C#N)cc2c1 | -24 | -8 | 2 | 7 | -1 | -2.1 | 0 | 15* | 3
COc1ccc(S(=O)(=O)Nc2cccc(/C=C/C(=O)O)c2)cc1 | 6 | -8 | 1 | 3 | -18 | -2.4 | -1 | -0.7 | -3
Cc1cccc(C)c1NC(=O)CSC(=O)c1sc2ccccc2c1Cl | 20 | -1 | 5 | -4 | 0 | -2.1 | 3 | -1.3 | -1
COc1ccc(-c2csc3nc(C(C)(C)C)oc(=O)c23)cc1OC | 2 | -26 | -5 | -1 | 2 | -1.3 | -8 | 1.3 | -5
Nc1nc(SCC(=O)Nc2ccccc2)[nH]c(=O)c1-c1ccccc1 | 9 | -6 | 1 | 6 | 3 | -1.5 | -8 | -3.3 | -10
CCOc1ccccc1N/C(=C(/C(Cl)=C(Cl)Cl)[N+](=O)[O-])n1cncn1 | 14 | -3 | 3 | 0 | -3 | -3.8 | 83* | -4.5 | 5
Nc1cccc(-c2cn3cc(C(F)(F)F)cc(Cl)c3n2)c1 | 16 | 1 | -2 | 10 | 1 | -2.2 | 3 | -1.2 | 2
O=C(NCCNC(=O)c1ccc(Cl)cc1Cl)c1cnccn1 | 16 | -6 | 0 | -6 | -5 | -0.7 | -5 | -0.7 | -2
CC(C)(C)NC(=O)NC(=O)C[n+]1ccc(Cc2ccc([N+](=O)[O-])cc2)cc1 | 1 | 12 | 4 | -11 | -77 | -3.6 | -7 | -2.1 | 3
O=C1CC(Cc2ccccc2)C(=O)N1Cc1ccco1 (stereo unspecified) | 9 | -15 | 1 | -22 | 20 | 0.0 | -28 | -0.9 | 0
CCCOc1ccc2c3c(c(=O)oc2c1OCCC)CCC3 | 19 | -25 | 4 | -13 | 1 | -0.7 | 1 | 2.8 | -1
C/C(=N\OC(=O)c1c(-c2ccccc2Cl)noc1C)c1nccs1 | 0 | -3 | 7 | -2 | -4 | 0.3 | -4 | 0.1 | 1
Cc1cc(C)c(N=C2SCC(=O)N2Cc2ccco2)c(C)c1 | 18 | -21 | 0 | -16 | 3 | -2.4 | -6 | -1.8 | 2
COC(=O)C1=C(C)NC(C)=C(C(=O)OC)C1c1ccccn1 | 0 | -2 | 2 | -2 | 3 | -3.4 | -2 | -3.2 | 1
O=C(O)Cn1nc2ccccc2n1 | 15 | -1 | 2 | -6 | 4 | -1.8 | 4 | -6.4 | -2
CCOC(=O)CCCSc1nc(-c2ccc3c(c2)OCO3)cc(C(F)(F)F)c1C#N | -9 | 1 | 5 | 2 | 0 | -2.3 | -8 | -1.7 | 2
CCC(C)(C)n1nnnc1CN1CCC(NC(=O)c2ccccc2C)CC1 | -14 | -20 | 0 | 2 | 8 | -1.0 | -14 | -3.4 | 0
Nc1ccc(-c2c3ccccc3nc3ccccc23)cc1 | 6 | 11 | / | 2 | -1 | -1.4 | -6 | 9.6* | 2
O=c1ccc(Cc2ccccn2)n[nH]1 | 2 | 1 | 0 | -3 | 3 | 0.0 | -3 | -3.6 | 9
COc1ccc2c(c1)c1ccc3c(c1n2C)C(=O)C=CC3=O | 28 | 0 | / | -44 | 29 | -1.7 | 5 | 5.0 | 5
O=C(NCCCn1ccnc1)c1cc2cc([N+](=O)[O-])ccc2oc1=O | -4 | 9 | -2 | -10 | 21 | 0.9 | -6 | 2.1 | 1
COC(=O)Nc1ccc(S(=O)(=O)N2CCCC(C(=O)N3CCC(C)CC3)C2)cc1 (stereo unspecified) | 10 | -21 | -3 | -1 | -7 | -2.8 | 6 | 0.0 | -3
O=S(=O)(c1ccc(S(=O)(=O)N(Cc2cccs2)CC2CCCO2)cc1)N1CCCCC1 (stereo unspecified) | 4 | -13 | 2 | -3 | -2 | -0.8 | -3 | -0.6 | -7
COc1ccc(CCNC(=O)CSc2nnc(Cc3csc(N)n3)n2C)cc1OC | 8 | -21 | 6 | -7 | 0 | -4.6 | 9 | -3.9 | 3
CCOC(=O)C1(Cc2cccc(Cl)c2)CCCN(C(=O)c2ccco2)C1 (stereo unspecified) | 0 | -52 | -1 | -2 | -12 | -2.1 | -2 | -1.5 | 0
O=C(O)c1cccc(N2C(=O)c3cccnc3C2=O)c1 | -13 | 4 | -2 | 2 | 3 | -3.5 | -7 | -1.3 | -2
O=c1c(NCCc2ccc(Cl)cc2)c(-c2ccccc2)c1=O | 17 | -3 | -2 | -20 | 14 | 1.6 | -7 | -1.3 | 3
COc1cc(OC)c2ccc(=O)oc2c1C(CCN1CCCC1)c1ccc(N(C)C)cc1 (stereo unspecified) | 5 | / | -5 | -1 | / | / | / | / | -1
COc1cccc(C2N=C(c3ccccc3C)NO2)c1OC (stereo unspecified) | 18 | -7 | 0 | -8 | 9 | -1.4 | -6 | -1.2 | 5
COc1ccc(N2C(=O)CC(Sc3nc(C)c4c(n3)CCCC4)C2=O)cc1 (stereo unspecified) | 29 | -17 | 3 | 2 | 7 | 0.5 | -11 | 5.4 | 2
COc1ccc(CCNC2CC(=O)N(CCc3ccc(OC)c(OC)c3)C2=O)cc1OC (stereo unspecified) | 0 | -36 | / | -3 | 28 | -3.6 | -50 | -0.9 | 6
O=[N+]([O-])c1ccc(C(O)C[n+]2ccccc2)cc1 (stereo unspecified) | 2 | 2 | 6 | 4 | -2 | -3.1 | -2 | -1.5 | 4
Cc1c(C(=O)NC2CCN(Cc3ccccc3)C2)oc2ccc(Br)cc12 (stereo unspecified) | -17 | 6 | -4 | 2 | -49 | -2.4 | 0 | -2.6 | 0
N#C/C(=C\c1cc2ccccc2nc1N1CCOCC1)C(=O)Nc1ccc(N2CCOCC2)cc1 | 4 | -16 | 3 | -5 | 0 | -2.4 | 13 | -0.8 | 3
c1ccc(-n2ncc3c(N4CCCC4)ncnc32)cc1 | 0 | -8 | 1 | 1 | 7 | -3.4 | -3 | -0.9 | 9
Cc1c(C#N)c(=O)c(-[n+]2ccccc2)c([S-])n1-c1ccc(Cl)cc1 | 22 | -12 | 3 | -8 | 19 | -3.4 | 12 | -1.6 | 4
Oc1c(Cl)cc(Cl)cc1CNc1nccs1 | 1 | -2 | 2 | 7 | -6 | 2.0 | 0 | 0.5 | -2

Reformatted: 3 of the compounds above
Order of results – SUMO HTRF inh	FID counter	IDE inh	pCIP destab	NS3 helicase inh	IMP-1 inhibitor	M18AAP inhibitor	VIM-2 inh	IDE cell activ
- O=C(O)Cn1nc2ccccc2n1
    15	-1	2	-6	4	-1.8	4	-6.4	-2
- CCOC(=O)CCCSc1nc(-c2ccc3c(c2)OCO3)cc(C(F)(F)F)c1C#N
    -9	1	5	2	0	-2.3	-8	-1.7	2
- CCC(C)(C)n1nnnc1CN1CCC(NC(=O)c2ccccc2C)CC1
    -14	-20	0	2	8	-1.0	-14	-3.4	0

Source: PubChem
